High-throughput results (PubChem)
IL2 activator: qHTS of IL-2 Activators. IL-2 activation reporter assay, cell-based qHTS; stimulated with anti-CD3/CD4/CD28 beads; in transgenic mouse T cells. activation, % (series mostly up to about 46 µM). hit rate 0.065% among 360,000; in the data active = activation above about 50%; inconclusive = mostly about 30% to 49%; note: 0% is about no effect
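Unstimulated transgenic mouse T cells preincubated 60 min with compound, then stimulated with anti-CD3/anti-CD4-coated beads plus anti-CD28 for 18 h at 37 degrees C. IL-2 response read as EGFP and DsRed fluorescence by plate cytometry.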
EPAC1 agonist: qHTS for Agonist of cAMP-regulated guanine nucleotide exchange factor 3 (EPAC1): primary screen. hit rate 0.073% among 360,000. EPAC1 agonist qHTS, biochemical assay; response scale: 100% = response to 6.5 mM cAMP. Potency, µM (top dose mostly 154 µM), inactives show at the top dose activation, usual class: activators. Rap guanine nucleotide exchange factor 3 (Homo sapiens), O95398; note: potency is the fitted concentration of half-maximal effect; nearly all actives have a fitted effect of over 60% in size
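Compounds were pinned as a concentration titration into mixtures of EPAC1 (100 nM), BODIPY-GDP-loaded Rap1B (250 nM) and GDP (50 uM). After 5 min at room temperature, fluorescence was followed for 30 min; activity was scaled to 6.5 mM cAMP.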
FUS suppressor: qHTS for Suppressors of FUS Proteinopathy: Primary screen using FUS-linked yeast assay; Potency, µM (top dose mostly 76.6 µM), for the others: at the highest dose growth rescue (activation), hits mostly activators; S. cerevisiae FUS-expressing, growth rescue, OD600, 24 h; hit rate 0.24% among 390,000;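 note: potency is the fitted concentration of half-maximal effect; plate controls were DMSO vehicle for no effect and reference control for full effect; nearly all actives have a fitted effect of over 55% in size; some results filed as inactive show a strong effect at the top dose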
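Yeast FUS proteinopathy model; galactose-induced FUS (2%), starting OD 0.005. Cpds in dilution series, 24hr, 30C, 99% humidity. Abs 600 nm growth. Pos ctrl CP55940 (top 92uM final); neg ctrl DMSO.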
PLK1 PBD block: qHTS for Inhibitors of PLK1-PDB (polo-like kinase 1 - polo-box domain): Primary Screen | Potency, µM, for the others: max response, negative = inhibition, actives largely listed as inhibitors | hit rate 2.8% among 360,000 | Plk1 PBD binding of FITC phosphopeptide, fluorescence polarization | Serine/threonine-protein kinase PLK1 (Homo sapiens), P53350; note: potency is the fitted concentration of half-maximal effect; series mostly up to about 57 µM; % is set by controls: 0 for no effect and ±100 for the full control effect; nearly all actives have a fitted effect of over 65% in size
Target sequence (P53350 whole entry, looked up, the tested form may be a part): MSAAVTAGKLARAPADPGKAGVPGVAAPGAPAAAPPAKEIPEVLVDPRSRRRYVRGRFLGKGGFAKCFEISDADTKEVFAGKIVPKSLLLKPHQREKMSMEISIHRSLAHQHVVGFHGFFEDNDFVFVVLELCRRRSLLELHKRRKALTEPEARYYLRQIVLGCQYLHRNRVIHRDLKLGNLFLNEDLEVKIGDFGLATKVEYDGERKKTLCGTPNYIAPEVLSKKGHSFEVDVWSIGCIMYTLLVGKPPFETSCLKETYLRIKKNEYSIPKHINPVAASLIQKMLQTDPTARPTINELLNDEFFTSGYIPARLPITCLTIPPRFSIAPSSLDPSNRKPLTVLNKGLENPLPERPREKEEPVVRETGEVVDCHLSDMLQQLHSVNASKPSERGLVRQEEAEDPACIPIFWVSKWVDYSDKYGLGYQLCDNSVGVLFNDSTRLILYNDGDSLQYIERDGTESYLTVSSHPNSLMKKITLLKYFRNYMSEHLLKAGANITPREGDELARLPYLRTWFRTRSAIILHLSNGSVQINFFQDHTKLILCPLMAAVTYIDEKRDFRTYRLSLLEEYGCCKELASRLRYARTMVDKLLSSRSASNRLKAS
Abeta rescue: qHTS for compounds that reverse cellular toxicity of Amyloid beta (A-beta) peptide in yeast: Primary Screen. yeast expressing A-beta42, growth rescue, OD600, 48 h; response scale: 0% DMSO, 100% iron-clioquinol control. Potency, µM (top dose mostly 46.1 µM), inactives show at the highest dose growth rescue, usual class: activators. hit rate 0.063% among 410,000. AID 1347071, 2019; note: potency is the fitted concentration of half-maximal effect; nearly all actives have a fitted effect of over 55% in size
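Growth rescue measured by 600 nm absorbance after 48 h yeast culture at 30 C with compound. Values normalized between DMSO and an equimolar ferric chloride plus clioquinol control.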
WRN helicase inh: qHTS for Inhibitors of WRN Helicase; WRN helicase unwinding, fluorescent forked duplex, kinetic; Bifunctional 3'-5' exonuclease/ATP-dependent helicase WRN (Homo sapiens), Q14191; hit rate 0.46% among 360,000; Potency, µM (top dose mostly 114 µM), inactives show top-dose activity change, negative = inhibition, actives largely listed as inhibitors; note: potency is the fitted concentration of half-maximal effect; % is set by controls: 0 for no effect and ±100 for the full control effect; nearly all actives have a fitted effect of over 55% in size
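Enzyme (20 nM final) and test compound sit together 15 min at room temperature before substrate addition. Substrate is a single-forked duplex oligonucleotide (100 nM) labelled with fluorophore and quencher, with 2 mM ATP; helicase unwinding raises red fluorescence, read kinetically.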
PI5P4K alpha inh: qHTS for Inhibitors of phosphatidylinositol 5-phosphate 4-kinase (PI5P4K). hit rate 1.2% among 330,000. PI5P4Kalpha enzyme, ADP-Glo luminescence, 60 min; hits give low values. Phosphatidylinositol 5-phosphate 4-kinase type-2 alpha (Homo sapiens), P48426. max response, %. AID 652105, 2013; active = max response of -50% or lower; inconclusive = between -30% and -50%; inactive = -30% or higher; note: value at the top dose of about 77 µM; % is set by controls: 0 for no effect and ±100 for the full control effect
Target sequence (P48426 whole entry, looked up): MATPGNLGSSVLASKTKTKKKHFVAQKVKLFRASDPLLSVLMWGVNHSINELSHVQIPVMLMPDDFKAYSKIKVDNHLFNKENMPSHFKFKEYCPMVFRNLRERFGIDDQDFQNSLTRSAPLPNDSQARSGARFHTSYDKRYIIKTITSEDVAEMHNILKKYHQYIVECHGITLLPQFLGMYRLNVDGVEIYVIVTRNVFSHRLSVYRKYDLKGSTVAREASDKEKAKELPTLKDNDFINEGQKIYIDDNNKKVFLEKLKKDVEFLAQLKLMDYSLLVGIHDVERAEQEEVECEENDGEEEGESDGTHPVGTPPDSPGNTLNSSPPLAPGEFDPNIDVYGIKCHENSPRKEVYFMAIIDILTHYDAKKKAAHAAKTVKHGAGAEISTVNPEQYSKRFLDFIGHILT
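qHTS, 1536-well: enzyme/substrate mix, compound by pin tool, 5 microM ATP final; RT 60 min; ADP-Glo reagents 1 (45 min) then 2 (30 min); luminescence.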
aSyn yeast inh: qHTS of alpha-syn Inhibitors; Yeast expressing alpha-synuclein, growth rescue, BacTiter-Glo, 24 h; Potency, µM (series often up to 46.1 µM), for the others: at the top dose growth rescue (activation), most hits filed as activators; hit rate 0.14% among 370,000; note: potency is the fitted concentration of half-maximal effect; % of control where 0% means no effect; nearly all actives have a fitted effect of over 65% in size
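Readout is rescue of growth in alpha-synuclein-expressing yeast, so inhibitors of toxicity appear as activators. Growth after 24 hr at 30 deg C in galactose medium is quantified by luminescence.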
EPAC1 antagonist: qHTS for Antagonist of cAMP-regulated guanine nucleotide exchange factor 3 (EPAC1): primary screen; EPAC1 GEF assay, Rap1b-BODIPY-GDP exchange fluorescence; Potency, µM (top dose mostly 115 µM), for the others: top-dose activity change, negative = inhibition, usual class: inhibitors; hit rate 0.14% among 360,000; AID 720709, 2013;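 note: potency is the fitted concentration of half-maximal effect; plate controls were vehicle for no effect and positive control for full effect; nearly all actives have a fitted effect of over 50% in size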
* hit, by the source's call; ? = inconclusive; nt = no result given; [ ] = remark or other dose. Unless noted, calls come from the whole dose curve; as a rule, active = well fitted curve in the direction sought with a large enough effect; inconclusive = small, poorly fitted or top-dose-only effect, or another doubt; inactive = no such curve, though single readings can be large; an effect the other way counts as inactive or inconclusive.

Sequence of screens: IL2 activator, EPAC1 agonist, FUS suppressor, PLK1 PBD block, Abeta rescue, WRN helicase inh, PI5P4K alpha inh, aSyn yeast inh, EPAC1 antagonist
> COc1ccc(-c2c(-c3ccc(OC)c(C)c3O)n[nH]c2C)cc1
 : -2.3, -3%, 32%, -17%, 10%, 1%, 13, -11%, -9%
> Cc1cc(C(=O)OCC(=O)NC(C)c2ccc(F)cc2)c(C)o1 (stereo unspecified)
 : 0.3, -9%, nt, -1%, 2%, -8%, 8, 6%, 2%
> CNC(=O)[C@@]1(Cc2ccccc2)C=C[C@@H](C)N1C(=O)OC
 : 0.4, -2%, -9%, -3%, -14%, 0%, 2, -9%, -5%
> COc1ccc(C(CNC(=O)c2cccc(S(=O)(=O)Nc3ccc(F)cc3)c2)N2CCCC2)cc1 (stereo unspecified)
 : -0.8, 3%, 17%, -5%, 14%, 4%, -5, -4%, -23%
> COc1ccccc1/C=C1/C(=O)ON=C1C
 : -5.1, 14%, -14%, 4.7µM*, 9%, -2%, -9, -9%, 1%
> CN(C)CCCNC(=O)CCc1nc2ccccc2c(=O)[nH]1
 : 0.8, -5%, -39%, -7%, 10%, 7%, -3, 11%, 2%
> O=C(CC[C@H]1O[C@@H](n2ccc(=O)[nH]c2=O)[C@H](O)[C@@H]1O)NCC(c1ccccc1)c1ccccc1
 : 0.3, -15%, -1%, -3%, 3%, -6%, 4, -3%, -21%
> CCCN(Cc1nnc(-c2ccccc2Cl)o1)C(=O)c1cc2ccccc2o1
 : -0.8, 21%, ?, -7%, -11%, -12%, 6, 1%, -16%
> O=C(CN1CCC(NC(=O)Nc2ccccc2)CC1)Nc1ccccc1F
 : 0.8, 2%, 1%, 0%, 10%, 4%, -3, 3%, 17%
> COc1cc(CNCCc2ccc(F)cc2)ccc1OCc1ccc(Cl)nc1
 : 0.0, 5%, -11%, -4%, 7%, 2%, -8, 1%, -9%
> O=C(NC1CCCCC1)C(c1ccncc1)N(C(=O)c1csnn1)c1ccc(F)cc1 (stereo unspecified)
 : -1.0, 2%, -28%, -9%, -37%, -2%[57.1 µM], 0, -4%, 1%
> CC(=O)c1cccc(OCc2cc(C(=O)N(C)CCC3CCOCC3)no2)c1
 : -2.8, -13%, 6%, ?, 11%, 1%[57.1 µM], -1, 3%, -2%
> O=C(c1ccc(CS(=O)Cc2ccc(Cl)cc2)o1)N1CCN(C2CCCCC2)CC1 (stereo unspecified)
 : -1.1, 13%, -20%, -15%, -6%, 1%, 0, -1%, -3%
> Cc1[nH]c2ccc(Br)cc2c(=O)c1CN1CCCCC1
 : -1.4, 2%, -8%, 1%, 17%, 0%, -3, nt, 6%
> O=C(C1=C(O)C(=O)N(CC2CCCO2)C1c1ccccc1)c1ccco1 (stereo unspecified)
 : 2.9, 12%, 7%, -10%, -13%, -10%, -5, -1%, -5%
> CN(C)S(=O)(=O)c1ccc2oc(SCC(N)=O)nc2c1
 : 0.4, 1%, -35%, -7%, 0%, 9%, 1, -2%, -15%
> CC(C)(C)C1CCc2c(sc(NC(=O)c3cc(C4CC4)on3)c2C#N)C1 (stereo unspecified)
 : -4.6, 11%, -28%, ?, 10%, -5%, -5, -3%, -4%
> C=CCn1c(SCC(=O)Nc2sc3c(c2C#N)CCC3)nnc1C1COc2ccccc2O1 (stereo unspecified)
 : 3.4, 10%, ?, 4%, 15%, -19%, ?, 18%, 4%
> O=C(/C=C/c1cccc([N+](=O)[O-])c1)NCCc1ccc(F)cc1
 : -0.2, 0%, 7%, -15%, 20%, -28%, 4, 1%, -14%
> Cc1ccc(OC(=O)c2ccccc2)cc1C
 : 1.4, 3%, 5%, 1%, 13%, -10%, 11, -5%, -13%

Of the compounds above, two have two or more sulfur atoms.
Sequence of screens: IL2 activator, EPAC1 agonist, FUS suppressor, PLK1 PBD block, Abeta rescue, WRN helicase inh, PI5P4K alpha inh, aSyn yeast inh, EPAC1 antagonist
> CN(C)S(=O)(=O)c1ccc2oc(SCC(N)=O)nc2c1
 : 0.4, 1%, -35%, -7%, 0%, 9%, 1, -2%, -15%
> C=CCn1c(SCC(=O)Nc2sc3c(c2C#N)CCC3)nnc1C1COc2ccccc2O1 (stereo unspecified)
 : 3.4, 10%, ?, 4%, 15%, -19%, ?, 18%, 4%

New compounds follow.
Sequence of screens: IL2 activator, EPAC1 agonist, FUS suppressor, PLK1 PBD block, Abeta rescue, WRN helicase inh, PI5P4K alpha inh, aSyn yeast inh, EPAC1 antagonist
> CN(C(=O)c1ccco1)c1nc(CC(=O)Nc2ccccc2)cs1
 : 0.0, -5%, ?, -10%, -15%, -18%, 0, -2%, -12%
> Cn1c(=O)cc(N2CCc3ccccc32)[nH]c1=O
 : -1.5, -2%, 4%, -7%, -8%, -5%, -5, -22%, -3%
> COc1cccc(CN2CCN(Cc3ccc(C)o3)CC2CCO)c1 (stereo unspecified)
 : -0.7, -7%, -6%, 0%, -1%, 0%, -1, 2%, 20%
> COCCN(CCOC)C(=O)c1sc2nc(-c3ccccc3)cn2c1C
 : -4.6, -1%, 5%, -4%, 0%, 13%, -3, -11%, 5%
> C=CCNC(=O)c1cc(-c2ccccc2)sc1N
 : -0.2, 9%, 19%, -27%, -13%, -8%, ?, 1%, -22%
> C/C(=N/NC(=O)c1ccco1)c1ccc(NC(=O)c2ccc(Br)o2)cc1
 : 0.3, 4%, 1%, -4%, -10%, -12%, -12, -7%, 2%
> CC1=C(C(=O)Nc2ccc(C)cc2C)C(c2cccs2)NC(=S)N1 (stereo unspecified)
 : -0.5, 0%, 15%, -10%, 0%, -8%, nt, 3%, 0%
> Cn1cnnc1Sc1ccc(C(=O)NCCC23CC4CC(CC(C4)C2)C3)cc1[N+](=O)[O-]
 : 0.3, 10%, nt, -1%, 5%, -28%, 16, -4%, 3%
> O=C(CC(C(=O)N1CCc2ccccc21)n1ccnc1)NCc1cccnc1 (stereo unspecified)
 : -1.5, 4%, 20%, -2%, 29%, -4%, nt, 2%, 0%
> Cc1ccc(NS(=O)(=O)c2ccc(NC(=O)C3CCCO3)cc2)cc1 (stereo unspecified)
 : -0.8, -1%, -9%, -10%, 8%, -1%, -18, 7%, -1%
> CCOc1ccc(N2CC(C(=O)Nc3cc(S(=O)(=O)N4CCCCC4)ccc3C)CC2=O)cc1 (stereo unspecified)
 : -4.3, 10%, nt, -9%, 2%, 1%, -1, -2%, -10%
> O=C(CSCCO)N1CCc2ccccc21
 : -1.8, -2%, 16%, -5%, 28%, -3%, -2, -4%, 6%
> CC(CNC(=O)C(C)C)NC(=O)C(C)C (stereo unspecified)
 : -3.3, 0%, 7%, 0%, 1%, -6%[57.1 µM], 9, 4%, -3%
> CCN(CC)C(=O)CSc1nnc2nnc3cc(Cl)ccc3n12
 : -4.1, 1%, 26%, ?, -40%[inhibitor], 2%, 1, 0%, 2%
> COc1ccc(CN2C(=O)c3ccccc3C2c2nnnn2C(C)C)cc1 (stereo unspecified)
 : 0.1, 11%, -5%, -10%, 4%, 2%, 0, -3%, -9%
> Cc1cc(/C=C(/C#N)c2cccc(F)c2)c(C)n1-c1cccnc1
 : -2.3, 18%, 18%, -4%, -28%, -11%, nt, -3%, -7%
> COc1ccc(C(=O)Nc2ccccc2N2CCOCC2)cc1S(=O)(=O)N1CCOCC1
 : 0.7, 3%, 17%, -5%, 3%, -6%, 0, -5%, -10%
> COc1ccc(OC)c(NC(=O)C2C3CCC(C3=C(C)C)C2C(=O)O)c1 (stereo unspecified)
 : 0.9, -1%, 52%, -8%, -9%, -2%, -10, 3%, -14%
> Cc1cc(C(F)F)nn1CC(=O)NCc1ccccc1F
 : 1.0, 1%, 3%, ?, 4%, -10%, 6, 4%, -24%
> CCOc1ccc(CCNC(=O)C2CC(=O)N(Cc3ccc(OC)cc3)C2)cc1OCC (stereo unspecified)
 : 1.7, 6%, 18%, 2%, 5%, -3%, 6, ?, 4%
> O=c1[nH]c2ccccc2[n+]([O-])c1-c1ccccc1
 : -0.6, 11%, -2%, -9%, -30%, -2%, 0, -14%, 14%
> CC(C)C[C@H](NC(=O)NCCC1=CCCCC1)C(=O)O
 : 0.0, -10%, 2%, -24%, 17%, 12%, 1, -7%, 6%
> Cc1cc(C(=O)N/N=C/c2ccc3c(c2)OCO3)c(C)n1-c1ccc(F)cc1
 : -1.4, 3%, -5%, -6%, -10%, 3%, -8, -6%, 11%
> c1ccc(CNC2=NCCCC2)cc1
 : 1.2, 12%, -25%, -4%, 28%, -20%, 10, -4%, -23%
> O=C(OCC(=O)N1CCN(C(=O)c2ccco2)CC1)c1ccccc1O
 : 1.0, 11%, 12%, ?, -13%, -5%, 1, 1%, -10%
> COC(=O)c1ccc(Cl)c(NS(=O)(=O)c2ccc3c(c2)OCCO3)c1
 : 2.0, -8%, 13%, -6%, -11%, -14%, 0, 6%, -11%
> CCN(CC)CCCNC(=O)CCc1ccccc1
 : 2.6, -3%, -14%, -1%, 23%, -23%[57.1 µM], -6, -3%, 7%
> COc1ccc(NC(=O)CSc2nnc(Cc3cccn3C)n2-c2ccc(OC)cc2)cc1
 : 1.2, -4%, 24%, -4%, -1%, 3%, 0, -11%, -30%
> COc1cc(/C(C)=N/NC(=O)CSc2nnc(C)s2)ccc1O
 : 0.2, 4%, -16%, 0%, -9%, -4%, -3, 14%, ?
